LYPLA1 counter: blocks human lysophospholipase 1, a PME1 counter-screen. O75608. recombinant LYPLA1, FP-Rh probe fluorescence polarization. inhibition, % at 5.9 µM. hit rate 0.16% among 320,000;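 active = inhibition above the mean of all tested compounds plus 3 SD, set per campaign, cut at about 14% in these data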;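 note: inhibitors block serine hydrolase probe labeling of LYPLA1 so polarization falls; 0% = enzyme with DMSO and 100% = wells lacking LYPLA1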
LYPLA2 inh: counter-screen for PME1 inhibitors: inhibitors of human LYPLA2; O95372; recombinant LYPLA2, FP-Rh probe fluorescence polarization; inhibition, % at 5.9 µM; hit rate 0.38% among 320,000; AID 2177;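 active = inhibition above the screen-wide mean plus 3 SD, limit set per campaign, cut at about 26% in these data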;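 note: 0% = LYPLA2 with DMSO and 100% = wells lacking LYPLA2 enzyme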
Target sequence (O95372 whole entry, looked up): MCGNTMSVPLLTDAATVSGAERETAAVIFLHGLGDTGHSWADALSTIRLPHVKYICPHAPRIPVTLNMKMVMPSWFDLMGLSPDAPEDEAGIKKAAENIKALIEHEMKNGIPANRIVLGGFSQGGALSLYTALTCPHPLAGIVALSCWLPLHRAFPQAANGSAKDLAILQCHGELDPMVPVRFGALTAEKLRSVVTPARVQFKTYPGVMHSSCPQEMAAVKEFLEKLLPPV
PME-1 inh: blocks human protein phosphatase methylesterase 1 | AID 2130 | Q9Y570 | inhibition, % at 5.9 µM | recombinant PME-1, FP-Rh probe fluorescence polarization | hit rate 0.53% among 320,000;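 active = inhibition above the campaign mean of all compounds plus 3 SD, cut at about 26% in these data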;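 note: competitive labeling of PME-1 active site by serine hydrolase directed probe; 0% = PME-1 with DMSO and 100% = wells lacking PME-1 enzyme; inhibitors block probe labeling so polarization falls and inhibition rises; many of its hits are not listed in these tables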
pPAFAH FP inh: inhibitors of human plasma PAF acetylhydrolase (pPAFAH). Q13093. recombinant pPAFAH, FP-rhodamine probe fluorescence polarization. inhibition, % at 3.39 µM. hit rate 1.5% among 330,000. AID 463082;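 active = inhibition above the mean inhibition across the screen plus 3 SD, cut at about 25% in these data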;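 note: inhibitors block binding of the rhodamine activity-based probe so polarization drops; 0% = enzyme with DMSO and 100% = wells lacking pPAFAH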
PAFAH1B3 FP inh: PAFAH1B3 (human) inhibition; Q15102; recombinant PAFAH1B3, FP-rhodamine probe, fluorescence polarization; inhibition, % at 3.39 µM; hit rate 0.28% among 340,000; AID 492972;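 active = inhibition above the screen-wide average of all tested compounds plus 3 SD, cut at about 25% in these data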;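 note: 0% = enzyme with DMSO only and 100% = wells lacking PAFAH1B3 protein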
PAFAH1B2 FP inh: blocks human PAF acetylhydrolase 1b catalytic subunit 2. P68402. recombinant PAFAH1B2, FP-rhodamine activity probe, fluorescence polarization. inhibition, % at 3.39 µM. hit rate 1.2% among 340,000. AID 492953;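 active = inhibition above the mean of all tested compounds plus 3 SD, cut at about 24% in these data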;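 note: 0% = enzyme with DMSO and 100% = wells lacking PAFAH1B2; many of its hits are not listed in these tables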
Target sequence (P68402 whole entry, looked up): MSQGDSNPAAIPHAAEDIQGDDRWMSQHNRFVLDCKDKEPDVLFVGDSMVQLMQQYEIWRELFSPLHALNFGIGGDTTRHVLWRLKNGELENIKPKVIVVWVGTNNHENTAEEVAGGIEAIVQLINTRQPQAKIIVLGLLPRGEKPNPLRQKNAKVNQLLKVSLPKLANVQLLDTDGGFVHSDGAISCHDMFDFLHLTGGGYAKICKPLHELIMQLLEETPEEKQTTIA
PAD4 inh: blocks human protein arginine deiminase 4. recombinant PAD4, RCA probe fluorescence polarization. inhibition, % at 6.36 µM. hit rate 0.41% among 330,000. AID 485272;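 active = percent inhibition above a cutoff equal to the mean of all tested compounds plus 3 SD, cut at about 15% in these data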;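 note: 0% = PAD4 with RCA probe and DMSO and 100% = probe without PAD4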
PAFAH2 FP inh: PAFAH2 (human) inhibition | inhibition, % at 3.39 µM | recombinant PAFAH2, FP-rhodamine activity probe, fluorescence polarization | hit rate 0.99% among 340,000 | Q99487;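 active = inhibition above the mean over all tested compounds plus 3 SD, cut at about 30% in these data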;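 note: inhibitors block probe labeling of enzyme so polarization drops; 0% = enzyme with DMSO and 100% = wells lacking PAFAH2 protein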
GSTO1 inh: GSTO1 inhibition, counter-screen for RBBP9 inhibitors; P78417; recombinant GSTO1, activity-based probe fluorescence polarization; inhibition, % at 5.96 µM; hit rate 1.1% among 300,000; AID 1974;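 active = inhibition above the campaign mean inhibition plus 3 SD, cut at about 35% in these data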;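 note: 0% = GSTO1-1 with DMSO and 100% = wells lacking GSTO1-1 enzyme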
Target sequence (P78417 whole entry, looked up): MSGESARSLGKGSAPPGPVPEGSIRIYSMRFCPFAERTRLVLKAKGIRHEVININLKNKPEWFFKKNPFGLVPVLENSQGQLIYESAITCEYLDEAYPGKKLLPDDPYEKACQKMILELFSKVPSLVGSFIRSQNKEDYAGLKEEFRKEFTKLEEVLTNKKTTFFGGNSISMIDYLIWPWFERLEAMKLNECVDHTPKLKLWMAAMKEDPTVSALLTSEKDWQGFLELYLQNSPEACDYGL
* hit, by the source's call; / = not tested or not shown. Only part of the results is shown; count on the stated rates, not on these rows.

Values in the order – LYPLA1 counter, LYPLA2 inh, PME-1 inh, pPAFAH FP inh, PAFAH1B3 FP inh, PAFAH1B2 FP inh, PAD4 inh, PAFAH2 FP inh, GSTO1 inh
1	CCOc1ccccc1NC(=O)NCc1ccccn1
    -2, -2, 0, 3, 15, -3, -1, 7, 0
2	Cc1cc2c(NC(=O)CC(C)(C)CC(=O)O)cccc2nn1
    0, 2, -7, 9, 6, 3, -1, 2, 42*
3	CCS(=O)(=O)Nc1ccc2c(c1)N(C(C)=O)c1ccccc1CC2
    -4, -3, -5, 3, -3, 2, 6, 3, 4
4	COc1ccccc1NC(=O)Nc1nc(C(C)(C)C)cs1
    1, -3, -2, 2, 9, 9, -4, 0, -22
5	C[C@@H]1COC(=O)[C@@H](Cc2ccc(F)cc2)C/C=C\C[C@@H](CC(=O)N[C@H](CO)Cc2ccccc2)C(=O)N1
    /, /, /, 1, 11, 1, -1, 4, /
6	CN1C/C(=C/c2ccsc2)C(=O)/C(=C/c2ccsc2)C1
    -1, 2, 5, 4, 8, 0, 1, -2, 12
7	CCc1ccnc(NC(=O)Nc2ccc(OCc3ccccc3)cc2)c1
    -5, -1, 6, 1, 10, 6, 3, -2, -3
8	O=S1(=O)C[C@@H](O)[C@@H](Nc2ccc(Cl)cc2)C1
    4, -2, -3, 0, -1, 1, 1, 5, 0
9	N#Cc1c(-c2ccccc2)cc(C2CC2)nc1SCC(=O)O
    -2, 4, -3, -1, 4, 6, -5, 4, -5
10	Cc1c(C(=O)Nc2cc(S(=O)(=O)N3CCOCC3)ccc2N2CCN(C)CC2)oc2ccccc12
    3, 2, -5, 3, 11, 4, -1, -5, -6
11	Cc1nnc(SCC(=O)N(C)C2CCCCC2)s1
    2, 5, 1, 1, 6, 5, -4, 0, 4
12	CC12CCC(=O)N1C(C(=O)NCCN1C(=O)S/C(=C\c3ccccc3Cl)C1=O)CS2 (stereo not given)
    0, -1, 5, 3, -1, 0, -1, 1, /
13	O=C(NC1=NCCS1)c1ccccc1Cl
    2, 7, -3, 2, -1, 3, -5, 7, 2
14	CC1CCN(CCn2c(=S)[nH]c3ccccc3c2=O)CC1
    -2, 5, -4, -1, 3, 6, 0, 2, -8
15	Cc1ccccc1NC(=O)CC1SC(=O)N(c2ccccc2)C1=O (stereo not given)
    1, -4, -5, 8, 2, -1, -7, 5, -1
16	c1ccc(-c2nnc(N3CCN(c4ccccc4)CC3)nc2-c2ccccc2)cc1
    2, 8, 1, 3, /, /, 2, /, 2
17	CCC(=O)N(Cc1cc2ccccc2[nH]c1=O)c1ccccc1OC
    3, 8, 5, 5, 8, -1, -1, 2, 1
18	Cc1cc(Nc2ccccc2)nc2cc(O)ccc12
    -2, 3, 8, 5, -2, 10, -3, -4, 8
19	CC(C)c1ccc2[nH]c3nc(SCC(=O)NC4CC4)nnc3c2c1
    -10, -8, -6, 3, 4, 0, -4, -2, -7
20	C#CCSc1nc2sc3c(c2c(=O)n1C)CCC3
    6, 15, 4, 0, 3, 3, -3, -3, 1
21	O=C(CSc1nc(-c2ccccc2)cc(C(F)(F)F)n1)NCc1ccco1
    1, 5, 0, 8, 10, 1, -4, 3, 6
22	CC1(C)N=C(SCC(=O)Nc2ccc(Cl)cc2Cl)C(c2ccccc2)=N1
    1, -5, 0, 5, -4, 7, 7, 3, -2
23	CCCc1n(CC(O)COCc2ccccc2)c2ccccc2[n+]1C (stereo not given)
    -2, 2, 4, 2, -2, 1, 1, -2, 3
24	Cc1ccc(NC(=O)COn2nnc3ccc(S(=O)(=O)N(C)C)cc32)cc1F
    -4, -3, -1, 1, 2, 8, 2, -4, 36*
25	Cc1c(/C(O)=C2\C(=O)C(=O)N(CCN(C)C)C2c2cccnc2)cnn1-c1ccccc1 (stereo not given)
    2, 1, -3, 2, 1, 3, -2, -5, -12
26	Cc1cc(C(=O)NCC(=O)OCC(=O)Nc2ccc(OC(F)F)cc2)ccc1[N+](=O)[O-]
    2, 7, 7, 10, 2, 1, -2, 3, -1
27	Cc1[nH]nc(-c2ccc(OCc3cnn(-c4ccccc4)c3)c(C)c2O)c1Oc1ccccc1
    -15, -13, -22, 1, -8, -1, 1, -11, 0
28	CN(C)CCCN(C(=O)c1cccs1)c1nc(-c2ccccc2)cs1
    4, 12, -6, 3, 9, 1, -1, -3, -6
29	CCCCC(=O)Nc1nc(C)c(C(C)=O)s1
    1, -7, 10, 5, 3, 8, 2, -4, 1
30	CCOC(=O)c1c(-c2ccc(OC)cc2)nc2nonc2c1N
    2, 7, -4, 6, 2, 6, 2, 4, -9
31	CC(C)(C)C(=O)Nc1nnc(SCC(=O)Nc2ccc3c(c2)OCO3)s1
    4, 2, 1, 5, 1, -3, 1, -1, 3
32	COC(=O)c1ccn(-c2nc(-c3ccco3)cc(C(F)(F)F)n2)n1
    1, -4, -3, 8, -6, 7, -1, 9, -2
33	COc1ccc(NS(=O)(=O)c2ccc3oc(SC(C)C(N)=O)nc3c2)cc1 (stereo not given)
    1, 2, 4, 21, 4, 6, 0, 4, 11
34	COc1cccc(N=Nc2c(N)[nH]n3c(=O)cc(-c4ccccc4)nc23)c1
    1, 2, 7, 13, 17, 8, -5, 26, 1
35	COC(=O)c1sc2ccccc2c1-n1cccc1C(=O)C(=O)Nc1ccc(F)cc1
    -2, -3, -1, -7, -1, -3, 0, 1, 6
36	O=C(c1cc(F)c(F)cc1Cl)N1CCCc2ccccc21
    -3, 1, -2, -1, 12, 4, -8, 2, 0
37	CC(=O)c1c(C)[nH]c(C(=O)Nc2ccc(S(=O)(=O)N(C)C)cc2)c1C
    -4, 7, -1, -1, 3, 0, 3, -6, 5
38	Cc1ccc[n+](-c2nc3ccccc3nc2[N-]S(=O)(=O)c2ccccc2)c1
    1, 4, 1, -2, 11, -1, 0, -3, -1
39	CCN1C/C(=N\S(=O)(=O)/N=C2\CN(CC)C(=O)N2CC)N(CC)C1=O
    3, 6, 2, 2, 2, -3, 0, 0, 5
40	CC(=O)c1cccc(NC(=O)N2CCCC(C(=O)c3cc(F)ccc3F)C2)c1 (stereo not given)
    -1, 1, 4, 1, 10, 4, -2, 1, 7
41	Cc1ccc(S(=O)(=O)/N=C(\c2ccc(Cl)cc2)N2CCOCC2)cc1
    -1, 2, 3, 4, -3, 11, 0, -10, 3
42	Cn1c(CSCc2ccc(Cl)cc2Cl)n[nH]c1=S
    -3, -9, -1, -4, 0, 22, -10, 3, 14
43	Cc1ccc(NS(=O)(=O)c2cccc(C(=O)NN3CCOCC3)c2)cc1
    -1, -5, -2, 5, /, /, 0, /, 5
44	O=C(Nc1cccn(Cc2ccccc2Cl)c1=O)NC1CCCCC1
    1, 3, 4, 5, -6, 11, -3, -1, 0
45	O=C(COC(=O)CCSc1ccccc1)NCc1ccccc1
    -5, -7, 1, 17, 0, 15, -1, 1, -2
46	COc1ccccc1/C=N/NC(=O)c1ccc(-c2ccccc2)cc1
    -14, -30, -28, -2, 5, -3, -2, -13, 1
47	O=CN1CCCN(C(=O)CC2C(=O)NCCN2Cc2cccc(Oc3ccccc3)c2)CC1 (stereo not given)
    -8, -7, -5, 8, 7, 5, -3, 17, -3
48	Cc1cc(C)cc(N(CCC(=O)O)S(=O)(=O)c2ccc(Cl)cc2)c1
    3, 4, 4, 8, 4, 17, 2, 2, 3
49	CCOC(=O)c1oc2ccccc2c1COC(=O)CNC(=O)c1ccco1
    -3, -9, -3, 3, 8, 0, 0, 6, -4
